Source: PubChem BioAssay
esBAF inh: blocks esBAF chromatin remodeling in mouse ES cells; Bmi1-luciferase knock-in reporter, 24 h; 100% = twice the neutral-well signal; reporter increase, % at 12.5 µM; hit rate 2% among 350,000; in the data active = activation above about 40%; inconclusive = no clear call, values can overlap the other calls;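 also: 0% = median of the plate's neutral control wells and 100% = double that signal; a rise in the Bmi1 reporter signal indicates esBAF inhibition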
miR122 inh: inhibitors of miR-122 in Huh7 cells; activation (reporter increase), % at 12.5 µM; AID 602342; Huh7 miR-122 Renilla luciferase sensor, 48 h; neutral wells = 0, positive control = 100; hit rate 0.3% among 340,000;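 active = mean replicate activation score at least 90 and every replicate individually at or above 90; inconclusive = only one of the two criteria met; inactive = neither criterion met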;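 also: higher luciferase means less miR-122 activity so hits act as miR-122 inhibitors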
Cneo AK release: Cryptococcus neoformans lysis via adenylate kinase release; C. neoformans lysis, adenylate kinase release luminescence, 4 h; normalised: neutral wells 0, clomiphene wells 100; lysis activity, % at 15 µM; hit rate 0.2% among 360,000; AID 651654;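 active = mean lysis activity across replicates of at least 80%, whatever share of replicates individually reach that level; inactive = mean lysis activity below 80%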
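Schedule: static 4 h at 37 °C with compound, 1 h detection; system: C. neoformans cells; benchmarks: Clomiphene as positive control; buffer or medium: fresh YPD medium; measure: luminescence rise reflecting yeast cell lysis; measured by: luminescent adenylate kinase detection reagent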
C2C12 statin: protects C2C12 myotubes from simvastatin toxicity; ATP luminescence, 48 h; scaled: DMSO 0, geranylgeraniol control 100; rescue of ATP level, % at 7.49 µM; hit rate 0.78% among 330,000; AID 602340;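 active = mean ATP rescue above about 67%, or every replicate alone reaching that limit, limit read from the data, passing the limit was not always enough; inconclusive = no clear call, values can overlap the other calls; inactive = mean under the limit and some replicate under it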;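 also: myotubes were challenged with 10 µM simvastatin during compound exposure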
ERp5 inh: ERp5 (human) disulfide isomerase inhibition; ERp5 insulin aggregation, absorbance 650 nm, 90 min; AID 651711; inhibition, % at 9.99 µM; hit rate 0.05% among 350,000;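 active = mean replicate inhibition above about 25%, with every replicate also reaching it, limit read from the data, passing the limit was not always enough; inconclusive = only one of those two criteria met; inactive = neither criterion met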
Target sequence (Q15084 whole entry, looked up): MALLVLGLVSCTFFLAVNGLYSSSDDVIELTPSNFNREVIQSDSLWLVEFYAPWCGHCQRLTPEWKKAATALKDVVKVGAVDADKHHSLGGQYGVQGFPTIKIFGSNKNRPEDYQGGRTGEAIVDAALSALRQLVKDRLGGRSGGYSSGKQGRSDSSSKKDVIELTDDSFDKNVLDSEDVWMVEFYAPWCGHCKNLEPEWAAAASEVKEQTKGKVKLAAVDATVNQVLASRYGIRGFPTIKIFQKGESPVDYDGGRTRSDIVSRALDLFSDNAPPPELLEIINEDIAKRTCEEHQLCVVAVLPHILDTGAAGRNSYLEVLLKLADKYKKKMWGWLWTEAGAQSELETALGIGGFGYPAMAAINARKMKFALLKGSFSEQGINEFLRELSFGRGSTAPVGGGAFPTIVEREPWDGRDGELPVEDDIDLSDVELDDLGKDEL
ARNT-TACC3 inh: disrupts binding between human ARNT and TACC3; Q9Y6A5; AlphaScreen His-ARNT PAS-B/GST-TACC3 binding, luminescence; TACC3 fragment carries E629A point mutation; inhibition, % at 9.99 µM; hit rate 0.66% among 390,000;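 active = mean inhibition of replicates at least 50% and at least half of replicates each reaching 50%; inconclusive = half or more replicates reach 50% but mean below 50%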;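 also: 0% = complete ARNT plus TACC3 wells and 100% = ARNT alone without TACC3; many hits fall short of the cut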
SIRT5 inh: blocks human SIRT5 desuccinylation of peptide. Purified SirT5, succinyl-peptide AMC, trypsin-coupled fluorescence. inhibition, % at 15 µM. hit rate 1.1% among 330,000. AID 652115; in the data active = inhibition above about 15%; inconclusive = no clear call, values can overlap the other calls
Target sequence (Q9NXA8 whole entry, looked up): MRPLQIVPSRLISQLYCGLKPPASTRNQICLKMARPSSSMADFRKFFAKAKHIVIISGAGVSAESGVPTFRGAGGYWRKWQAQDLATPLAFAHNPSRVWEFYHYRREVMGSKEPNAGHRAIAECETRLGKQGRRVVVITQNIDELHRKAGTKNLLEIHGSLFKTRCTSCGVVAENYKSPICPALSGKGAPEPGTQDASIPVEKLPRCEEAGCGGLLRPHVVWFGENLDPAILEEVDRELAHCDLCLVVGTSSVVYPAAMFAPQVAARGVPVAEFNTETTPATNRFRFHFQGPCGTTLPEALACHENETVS
An asterisk follows results filed as active; u = inconclusive; x = no result given; [ ] = remark or other dose.

SMILES	esBAF inh	miR122 inh	Cneo AK release	C2C12 statin	ERp5 inh	ARNT-TACC3 inh	SIRT5 inh
CCOC(=O)C1CCCN(C(=O)c2cccc(S(=O)(=O)N(C)c3c(C)n(C)n(-c4ccccc4)c3=O)c2)C1 (stereo unspecified)	-2	x	-3	-9	-1	15	1
O=C(CC1CC1)N[C@@H]1CC[C@@H](CCNS(=O)(=O)c2ccc(Cl)cc2)O[C@@H]1CO	-3	x	5	6	-1	-8	5
COCCNC(=O)C(OC(=O)c1ccco1)c1ccccc1Cl (stereo unspecified)	-12	1	0	-3	3	16	3
O=C(NCc1cccs1)C1CCN(c2nccs2)CC1	-2	0	-2	-4	x	-7	x
Cc1cc(C(=O)CSc2ccc(F)cc2)cc(C)c1O	56*	x	-18	-5	1	-9	1
COc1ccc(CN(C)C[C@H]2Oc3ccc(NS(=O)(=O)c4cccs4)cc3CC(=O)N([C@@H](C)CO)C[C@@H]2C)cc1	3	-5[16.7 µM]	x	27	5	x	0
CCN1CCCC1CNC(=O)C(=O)NC1CC1 (stereo unspecified)	x	x	x	x	-6	-7	0
CCc1ccc(S(=O)(=O)Nc2ccncc2)cc1	-3	x	0	10	-1	-5	-4
Cc1ccc(-n2nnnc2SCC(=O)NNC(=O)c2ccco2)cc1C	-4	x	1	30	0	1	1
O=S(=O)(NC[C@@H]1N[C@@H](CO)[C@@H]1c1ccccc1)c1ccccc1	-1	0[16.7 µM]	-6	3	0	-12	-2
C[C@H]1CN([C@@H](C)CO)C(=O)CCCn2nncc2CO[C@H]1CN(C)Cc1ccc2c(c1)OCO2	1	0[16.7 µM]	10	-10	0	-6	1
CCOc1ccc(S(=O)(=O)N2CCCCC2)cc1NC(=O)Cc1ccsc1	-35	6	1	-6	16	-4	-1
Cc1csc(NC(=O)Cc2ccccc2[N+](=O)[O-])n1	x	x	x	x	2	3	17*
Cc1noc(C)c1S(=O)(=O)N(C)C[C@@H]1Oc2ccc(NC(=O)Cc3ccccc3)cc2CC(=O)N([C@@H](C)CO)C[C@H]1C	-3	1[16.7 µM]	-1	-16	x	-3	x
CSc1ccccc1C(=O)Nc1c(C)cccc1C	-2	x	-2	-7	-10	5	-1
CC1(C)Oc2ccccc2OC1(O)c1ccc2ccccc2n1 (stereo unspecified)	6	6	1	13	x	-5	x
COC(=O)c1ccc(OCC(O)CN2C(=O)c3ccccc3C2=O)cc1 (stereo unspecified)	-2	4	-4	7	-3	6	0
COc1cccc(CN2CCNC(=O)C2CC(=O)N(C)CC2CCOCC2)c1 (stereo unspecified)	-6	-6	-3	7	3	2	-2
CN(C)CCCn1c2c(c(SCC(=O)Nc3nccs3)nc1=O)CCC2	4	-1	x	-9	1	4	-2
C[C@H](C(=O)O)c1n[nH]c(=O)c2ccccc12	-4	-6	2	x	x	-1	x
CO[C@@H]1CN(C)C(=O)c2cc(NS(=O)(=O)c3ccccc3C)ccc2OC[C@@H](C)N(C)C[C@@H]1C	-2	18[16.7 µM]	-3	-3	-2	-4	-9
O=C(COC(=O)C1CC1)c1c[nH]c2ccccc12	48*	0	-4	-20	x	0	x
Cc1ccc(N2CC(C(=O)N3CCC(C(=O)Nc4nncs4)CC3)CC2=O)cc1 (stereo unspecified)	1	x	7	18	2	-6	2
Cc1ccccc1Nc1nnc(SCC(=O)NC(=O)NCc2ccco2)s1	-1	-1	-1	13	x	62*	x
C[C@]12C(=O)N(c3ccc(Br)cc3)C(=O)N1[C@@H]1c3ccccc3OC[C@@H]1[C@H]2c1ccccc1	4	-3	0	6	9	2	x
CNC[C@H]1Oc2c(NC(=O)C3CCOCC3)cccc2C(=O)N([C@@H](C)CO)C[C@@H]1C	-2	12[16.7 µM]	-5	-2	13	x	5
CCOC(=O)N1CCN(C(=O)CSCC(=O)Nc2nc(-c3ccc(Cl)s3)cs2)CC1	34	2	x	-3	x	1	x
O=S(=O)(c1ccc(-c2csc(-c3cccnc3)n2)cc1)N1CCCCC1	5	4	2	-7	0	-2	-3
CCc1cc[n+](C(C(=S)Nc2cccc(C)c2)=C([O-])c2ccc(C)c([N+](=O)[O-])c2)cc1	-5	x	-1	-17	-6	15	-2
O=C(O)c1ccc(-n2nnnc2SCc2ccccc2)cc1	-6	1	-2	-6	x	-3	x
CCN1CCN(Cc2ccc(NC(=O)Nc3cccs3)cc2)CC1	1	x	-5	-4	x	12	x
Cc1ccccc1-c1ccc2c(c1)O[C@H](CN(C)C(=O)Nc1ccccc1)[C@H](C)CN([C@H](C)CO)S2(=O)=O	6	20[16.7 µM]	4	-53	-2	1	10
COc1cccc(C2=NOC(C(=O)Nc3ccc(OC)c(OC)c3)C2)c1 (stereo unspecified)	-12	x	-1	-10	x	3	x
Cc1cc(N/C(=N/S(=O)(=O)c2ccc(F)cc2)c2ccccc2)n(-c2ccccc2)n1	x	x	x	x	3	5	0
CNC[C@@H]1Oc2ccc(NC(=O)Nc3ccc(F)cc3)cc2CC(=O)N([C@@H](C)CO)C[C@H]1C	0	-2[16.7 µM]	2	0	3	-3	-6
CCOC(=O)CC1=NN(c2ccccc2)C(=O)/C1=C\c1ccc(OC)cc1OC	x	x	x	x	-8	2	1
COC(=O)C1=C(C)NC(=O)NC1c1ccccc1 (stereo unspecified)	-4	-1	x	22	x	2	x
COc1ccc(S(=O)(=O)N2CCCCC2)cc1NS(=O)(=O)c1ccccc1	-3	6	0	0	-3	-3	-4
CNC[C@H]1Oc2cc(C#CC3(O)CCCC3)ccc2S(=O)(=O)N([C@H](C)CO)C[C@H]1C	3	50[16.7 µM]	2	4	0	1	4
O=C(/C=C/c1ccco1)OCC1CCCN2CCCCC12 (stereo unspecified)	x	x	x	x	1	6	-4
Cc1ccc(/C=C2\SC(=S)N(CCC(=O)NNS(=O)(=O)c3ccccc3)C2=O)cc1	x	1	0	x	-2	-2	-4
CCc1ccc(C(=O)C(C)OC(=O)c2nc3nc(C)cc(C)n3n2)cc1 (stereo unspecified)	6	x	1	-8	-5	-1	-2
O=C(CC1(O)C(=O)Nc2ccccc21)c1cccc(-n2cccc2)c1 (stereo unspecified)	-13	-2	1	2	2	2	x
COc1ccccc1CNc1ncc(-c2ccc(F)cc2)n1C	-1	6	-3	9	2	3	-2
CCOc1ccc(-c2cccc(NS(=O)(=O)c3ccccc3[N+](=O)[O-])c2)nn1	15	2	2	7	3	-5	-1
Cc1ccc(C(=O)N/C(=C/c2cccs2)C(=O)NCC2CCCO2)cc1 (stereo unspecified)	x	-1	x	x	0	2	-3
COc1cc(C(=O)Oc2c(OC)cc(C(=S)N3CCOCC3)cc2OC)cc(OC)c1OC	-2	-4	2	3	3	11	x
C[C@@H]1CN([C@@H](C)CO)S(=O)(=O)c2ccc(C#CC3CC3)cc2O[C@H]1CN(C)Cc1ccccc1	1	16[16.7 µM]	63	-70	-9	-5	-1
C[C@@H]1CN([C@H](C)CO)C(=O)c2cc(NS(=O)(=O)c3ccccc3)ccc2O[C@@H]1CN(C)Cc1ccncc1	-6	39[16.7 µM]	51	8	-1	-7	2
C[C@@H]1CN([C@H](C)CO)C(=O)c2cc(NC(=O)Nc3ccc(F)cc3)ccc2O[C@H]1CN(C)S(C)(=O)=O	3	-2[16.7 µM]	-2	-12	-2	1	1

Reprinted from the results shown (two entries):
SMILES	esBAF inh	miR122 inh	Cneo AK release	C2C12 statin	ERp5 inh	ARNT-TACC3 inh	SIRT5 inh
Cc1ccc(/C=C2\SC(=S)N(CCC(=O)NNS(=O)(=O)c3ccccc3)C2=O)cc1	x	1	0	x	-2	-2	-4
CCc1ccc(C(=O)C(C)OC(=O)c2nc3nc(C)cc(C)n3n2)cc1 (stereo unspecified)	6	x	1	-8	-5	-1	-2

Carrying on.
SMILES	esBAF inh	miR122 inh	Cneo AK release	C2C12 statin	ERp5 inh	ARNT-TACC3 inh	SIRT5 inh
CC1CCCC(NS(=O)(=O)c2cc(Br)cnc2N)C1C (stereo unspecified)	-3	x	11	-2	-11	-5	0
CNC[C@H]1Oc2ncc(-c3cccc(C(=O)N(C)C)c3)cc2C(=O)N([C@H](C)CO)C[C@@H]1C	-6	-9[16.7 µM]	x	0	x	x	x
Cc1noc(C)c1S(=O)(=O)Nc1ccc2c(c1)C(=O)N([C@@H](C)CO)C[C@@H](C)[C@H](CN(C)C(=O)Nc1cccc3ccccc13)OCCCC[C@H](C)O2	-4	-3[16.7 µM]	1	x	4	9	5
CCN(CC(=O)Nc1c(F)cccc1F)C(=O)CSc1nnc(-c2ccco2)n1CC	4	x	0	2	6	-3	-3
COc1cccc(CNC(=O)C2CSC3(C)CCC(=O)N23)c1 (stereo unspecified)	-5	x	6	-3	1	3	0
C[C@@H]1CCCCO[C@@H](CN(C)C(=O)Nc2ccc(F)cc2)[C@@H](C)CN([C@H](C)CO)C(=O)c2cc(NC(=O)Nc3cccc4ccccc34)ccc2O1	-9	7[16.7 µM]	-3	3	-2	0	1
N#C[C@H]1[C@H](c2ccccc2)[C@H](CO)N1C(=O)c1ccc2c(c1)OCO2	2	x	-1	-6	3	-8	2
CSc1ccc(C(=O)C2CCCN(Cc3cccc4nccnc34)C2)cc1 (stereo unspecified)	-4	8	x	1	0	12	2
Cc1ccc(CN(Cc2cc3cc4c(cc3[nH]c2=O)OCCO4)Cc2nnnn2Cc2ccco2)cc1	-14	4	2	u	x	24	x
O=C(Nc1ccc(F)cc1)N1CCCCN2[C@@H](CO)[C@@H](c3ccc(C#Cc4ccccc4)cc3)[C@@H]2C1	x	-16[16.7 µM]	0	x	-1	-4	-5

Some of these compounds in order of the SIRT5 inh value, falling:
Structure	SIRT5 inh
Cc1csc(NC(=O)Cc2ccccc2[N+](=O)[O-])n1	17*
CNC[C@H]1Oc2c(NC(=O)C3CCOCC3)cccc2C(=O)N([C@@H](C)CO)C[C@@H]1C	5
CCOC(=O)C1CCCN(C(=O)c2cccc(S(=O)(=O)N(C)c3c(C)n(C)n(-c4ccccc4)c3=O)c2)C1 (stereo unspecified)	1
CC1CCCC(NS(=O)(=O)c2cc(Br)cnc2N)C1C (stereo unspecified)	0
C[C@@H]1CN([C@@H](C)CO)S(=O)(=O)c2ccc(C#CC3CC3)cc2O[C@H]1CN(C)Cc1ccccc1	-1
CN(C)CCCn1c2c(c(SCC(=O)Nc3nccs3)nc1=O)CCC2	-2

Two entries picked at random from the list so far:
SMILES	esBAF inh	miR122 inh	Cneo AK release	C2C12 statin	ERp5 inh	ARNT-TACC3 inh	SIRT5 inh
C[C@@H]1CN([C@H](C)CO)C(=O)c2cc(NS(=O)(=O)c3ccccc3)ccc2O[C@@H]1CN(C)Cc1ccncc1	-6	39[16.7 µM]	51	8	-1	-7	2
COCCNC(=O)C(OC(=O)c1ccco1)c1ccccc1Cl (stereo unspecified)	-12	1	0	-3	3	16	3

(list continues)
SMILES	esBAF inh	miR122 inh	Cneo AK release	C2C12 statin	ERp5 inh	ARNT-TACC3 inh	SIRT5 inh
C/C=C/c1ccc2c(c1)O[C@H](CN(C)C(=O)C1CCCCC1)[C@H](C)CN([C@@H](C)CO)S2(=O)=O	-12	x	0	1	2	4	-1
CCN(CC)C(=O)CSc1nc(N)c(C(=O)Nc2ccc(OC)cc2)s1	2	-4	0	8	0	2	2
CCN(CC(=O)Nc1ccc2c(c1)OCCO2)Cc1cc(=O)oc2c(C)c(C)ccc12	11	5	1	-4	0	7	11
COc1ccc2c(C)cc(SCC(=O)Nc3c(C)n(C)n(-c4ccccc4)c3=O)nc2c1	1	-5	-1	5	x	-5	x
Nc1cc(S(=O)(=O)O)cc2ccc(S(=O)(=O)O)cc12	x	2	-1	5	8	9	5
